SUMO HTRF inh: SUMOylation inhibition. AID 2006. HTRF SUMOylation assay, SAE1/SAE2 + UBC9, in vitro. P63279. 0.36% of 290,000 active. inhibition, % at 35 µM; in the data active means inhibition above about 50%, passing the limit was not always enough; further: strong numbers were not always called active
Target sequence (P63279 whole entry, looked up): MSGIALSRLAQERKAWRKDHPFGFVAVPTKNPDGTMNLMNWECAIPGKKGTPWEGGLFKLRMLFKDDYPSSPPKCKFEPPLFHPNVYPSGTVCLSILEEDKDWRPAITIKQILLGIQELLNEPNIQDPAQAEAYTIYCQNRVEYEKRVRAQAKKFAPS
IDE cell inh: inhibits human insulin-degrading enzyme in HEK cells. P14735. FAbetaB cleavage, fluorescence polarization. inhibition, % at 5.59 µM. 0.41% of 320,000 active;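 active means percent inhibition above the average of all tested compounds plus 3 SD, set per screening campaign, cut at about 16% in these data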;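 further: IDE supplied by intact live HEK cells; FP after avidin binding of uncleaved biotin substrate so inhibition keeps polarization high; 0% = DMSO wells and 100% = 60 µM reference IDE inhibitor Ii1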
p-CIP stab down: compounds decreasing mouse p/CIP protein stability | decrease of EGFP signal, % at 10 µM | 0.01% of 290,000 active | F442A p/CIP-EGFP cells, EGFP fluorescence, 16 h | AID 1984;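 active means EGFP signal decrease of at least 30% at 10 µM or well 3 SD below plate mean, unless failing retest; inactive means the rest, including hits failing retest or dose response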; further: some compounds called inactive have numbers as strong as hits; many of its hits are not listed in these tables
MEKK2wt PB1 HTS: raises or lowers MEK5 binding to wildtype human MEKK2 PB1 domain | bead flow cytometry, Alexa488-MEK5 binding to MEKK2 WT; actives lie on both sides | binding response (% of control), % at 10 µM | 1.1% of 290,000 active | AID 1531; in the data active means binding response below about 67% or above about 130%
NALP1 inh: blocks the NALP1 inflammasome reconstituted in yeast; S. cerevisiae NALP1/ASC/caspase-1 growth, X-gal OD620, 72 h; inhibition, % at 10 µM; 0.61% of 280,000 active; AID 2071; in the data active means inhibition mostly above about 24%, no sharp cut-off; inactive means mostly below about 32%; further: some compounds called inactive have numbers as strong as hits
MEKK2mut PB1 HTS: signal of MEK5 binding to mutant human MEKK2 PB1 domain | bead flow cytometry, Alexa488-MEK5 binding to MEKK2 mutant | percent response, % at 10 µM | 0.35% of 290,000 active | AID 1530; in the data active means percent response above about 24%, passing the limit was not always enough; further: inactives centre near 1; some results filed as inactive read as strong as hits; reference of the scale not given here
M18AAP inhibitor: PfM18AAP enzyme inhibition | recombinant PfM18AAP, H-Glu-NHMec fluorogenic cleavage | inhibition, % at 7.35 µM | 1.2% of 290,000 active;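 active means inhibition above the campaign mean inhibition over all tested compounds plus 3 SD, cut at about 28% in these data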;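 further: 0% = plate median of test compound wells and 100% = 2 mM ZnCl2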
MEKK3 PB1 HTS: raises or lowers MEK5 binding to the human MEKK3 PB1 domain | Q99759 | bead-based flow cytometry, Alexa488-MEK5 binding to MEKK3; actives lie on both sides; 0 = blocked by unlabeled MEK5, 100 = vehicle | binding response (% of control), % at 10 µM | 1.4% of 290,000 active;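 active means binding response more than 3 SD above or below the average of its plate-row segment, actives on both sides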;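 further: Alexa488 bead fluorescence after subtracting the streptavidin-only scavenger bead signal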
Target sequence (Q99759 whole entry, looked up, the tested form may be a part): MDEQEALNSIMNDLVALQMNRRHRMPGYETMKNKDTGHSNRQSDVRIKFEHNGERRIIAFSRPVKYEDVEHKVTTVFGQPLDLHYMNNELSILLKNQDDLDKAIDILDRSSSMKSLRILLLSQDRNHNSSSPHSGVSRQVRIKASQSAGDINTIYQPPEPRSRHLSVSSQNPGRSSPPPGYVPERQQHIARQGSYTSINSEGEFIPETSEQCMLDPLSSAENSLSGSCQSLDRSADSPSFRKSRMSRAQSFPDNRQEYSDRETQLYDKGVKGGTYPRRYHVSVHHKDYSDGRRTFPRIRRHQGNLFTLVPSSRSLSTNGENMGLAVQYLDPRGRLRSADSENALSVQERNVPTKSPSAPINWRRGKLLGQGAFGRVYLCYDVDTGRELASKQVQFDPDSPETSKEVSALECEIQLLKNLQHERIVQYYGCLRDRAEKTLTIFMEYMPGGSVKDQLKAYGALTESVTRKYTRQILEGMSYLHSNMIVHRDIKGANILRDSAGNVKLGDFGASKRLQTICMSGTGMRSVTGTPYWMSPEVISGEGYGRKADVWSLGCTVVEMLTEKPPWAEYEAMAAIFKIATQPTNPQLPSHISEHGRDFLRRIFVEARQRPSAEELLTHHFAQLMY
IDE act: activators of human insulin-degrading enzyme in cells. HEK cells, FAbeta-B cleavage, fluorescence polarization; 0% vehicle, 100% cell-free pure enzyme wells. activation, % at 5.96 µM. P14735. 0.073% of 340,000 active;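 active means activation above the mean of all tested compounds plus 3 SD, set per screening campaign, cut at about 17% in these data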
Numbers without * were called inactive; . = not tested or not shown.

Results follow in this order: SUMO HTRF inh	IDE cell inh	p-CIP stab down	MEKK2wt PB1 HTS	NALP1 inh	MEKK2mut PB1 HTS	M18AAP inhibitor	MEKK3 PB1 HTS	IDE act
- O=C(CCC(=O)OCc1ccc(Cl)cc1)Nc1cccc([N+](=O)[O-])c1
  -8	-2	-7	97	26	-3	-1	96	11
- O=C(NC(Cc1c[nH]c2ccccc12)C(=O)Nc1ccc(F)c([N+](=O)[O-])c1)c1cccs1 (stereo not drawn)
  -26	1	3	100	29	3	4	99	7
- COc1ccc(C(=O)NC2CCSc3ccccc32)cc1 (stereo not drawn)
  8	-1	2	102	4	9	3	100	1
- CCc1ccc(NC(=S)NC2CCN(Cc3ccccc3)CC2)cc1
  -21	2	-1	103	30	-2	-10	97	-4
- NC(=O)C(CCC(=O)c1ccc(Br)cc1)S(=O)(=O)c1ccccc1 (stereo not drawn)
  7	-9	-3	96	19	-5	-8	104	3
- CC(c1ccon1)N(C)C(=O)CCc1nnc(CCCCc2ccccc2)o1 (stereo not drawn)
  1	-3	-5	95	1	-6	-15	95	2
- Cc1ccc(S(=O)(=O)c2cc3c(=O)n4ccccc4nc3n(CCc3ccccc3)c2=N)cc1
  -3	3	-20	91	32*	-10	-6	101	6
- COC(=O)c1ccc(Cl)c(NC(=O)CN(c2ccc3c(c2)OCO3)S(C)(=O)=O)c1
  8	1	0	101	5	4	-4	100	3
- Cc1cc2ncn(C(=O)c3c(-c4ccccc4)noc3C)c2cc1C
  8	-4	-3	94	2	2	-3	103	2
- COc1ccc(NC(=O)CSc2nnc(-c3cccs3)n2Cc2ccco2)cc1OC
  18	1	3	107	-4	4	-11	106	0
- COc1cc(CO)c(OC)c([N+](=O)[O-])c1
  -6	0	-6	95	25	-12	17	96	0
- CCCOc1ccccc1NC(=O)c1ccc([N+](=O)[O-])cc1
  16	-4	-2	93	11	-7	-5	101	-2
- O=C(O)CC(NC(=O)c1ccc2c(c1)OCO2)c1cccc([N+](=O)[O-])c1 (stereo not drawn)
  5	7	2	108	-4	-2	-3	114	.
- O=C(/C=C/c1ccc2c(c1)OCO2)c1ccc(F)cc1
  1	-6	3	99	15	-5	12	97	1
- C=CCn1c(SCC(=O)NCC2CCCO2)nc2scc(-c3ccco3)c2c1=O (stereo not drawn)
  10	-1	2	101	.	-1	-13	102	2
- COc1ccc(Br)cc1CN1CCN(C(=O)c2cccc(F)c2)CC1
  8	-3	-7	109	4	9	-2	108	4
- COc1ccc(/C=N/Nc2ccc(C(=O)O)cc2)cc1OC
  5	3	-4	109	.	9	-4	104	3
- CC(C)NS(=O)(=O)c1ccc(NC(=O)NC2CCCCC2)cc1
  18	4	-12	107	4	-1	0	105	6
- CCCc1nc2oc3c(NCCN(C)C)ncnc3c2c2c1CCCC2
  26	-2	-12	115	4	1	5	100	6
- N#CC(c1ccc(Cl)cc1)c1cccc(Cl)n1 (stereo not drawn)
  -4	-2	-1	93	-5	-8	-9	97	1
- O=C(Nc1ccc2c(c1)OCO2)C1Cc2ccccc2CN1S(=O)(=O)c1cccs1 (stereo not drawn)
  25	4	-15	103	-10	7	8	108	4
- Cc1cc(OCC(=O)NC(Cc2ccc(Cl)cc2)C(=O)O)c2c(C)c(C)c(=O)oc2c1 (stereo not drawn)
  35	-2	4	101	21	5	6	102	8
- Cc1cc(NC(=O)CSc2nnc(-c3ccc(S(=O)(=O)N4CCCC4)cc3)n2C)no1
  19	2	-10	100	-11	4	-1	102	-6
- Cc1ccc(C(=O)C2CCN(C(=S)NCCCOC(C)C)CC2)cc1
  -10	-1	6	106	-16	5	2	105	7
- COc1ccccc1NS(=O)(=O)c1ccc2oc(SCc3ccc(C#N)cc3)nc2c1
  5	4	-16	96	23	0	7	105	4
- COc1ccc(Nc2nc(N3CCCC3)nc(N3CCCC3)n2)c(OC)c1
  -4	14	8	107	7	0	8	103	7
- O=C(NC(=S)Nc1ccc(S(=O)(=O)Nc2nccs2)cc1)c1cccc(F)c1
  -16	-5	8	97	21	-1	2	101	5
- COc1ccc(C(=O)NCC(=O)N2CCC(C)CC2)cc1OC
  -13	3	-8	97	1	-1	-3	97	0
- O=C(Cn1cc2c(n1)CCCCC2)NCc1ccccn1
  -13	1	3	100	3	-1	.	97	-2
- Cc1ccc(NS(=O)(=O)c2cc(-c3cc(C)no3)ccc2C(C)C)nc1
  6	2	11	97	4	-4	5	95	3
- CNC(=S)N(CCc1c(C)[nH]c2ccc(Cl)cc12)Cc1cc(OC)c(OC)c(OC)c1
  -12	-1	-18	96	14	-4	11	103	4
- CCN(CC)CCNC(=O)Cn1ncc2ccccc2c1=O
  12	10	0	101	-7	-17	-4	96	3
- CCCC1C2C(=O)N(c3cccc(C)c3)C(=O)C2ON1c1ccccc1 (stereo not drawn)
  14	0	-4	74	1	-16	-2	68	7
- CC(C)=CCN1CCN(CCCn2cccn2)CC1CCO (stereo not drawn)
  10	4	-4	96	11	-9	0	109	6
- Cc1cccc(OCc2nc3ccccc3c(=O)n2N)c1
  -4	-5	10	106	31	5	-3	101	0
- Cc1ccc(C(=O)N[C@@H](C)CN2C3=NC[C@H](C)N3C[C@H]2Cc2ccc(O)cc2)cc1Br
  9	.	1	91	.	11	.	88	.
- O=C(O)c1cccc(Cn2c(Cl)c(/C=N/NC(=O)c3ccccc3)sc2=O)c1
  7	8	-9	95	-2	-4	-10	93	0
- Cc1[nH]n(-c2ccccc2)c(=O)c1C=Nc1cccc2cccnc12
  35	15	8	109	20	-1	7	101	-4
- CC(=O)Nc1nnc(CSCc2ccc(F)cc2)s1
  7	-4	0	102	20	1	-9	101	3
- Cc1ccc(N(C(C)C(=O)Nc2cccc(N(C)S(C)(=O)=O)c2)S(C)(=O)=O)cc1 (stereo not drawn)
  4	0	-2	109	7	4	0	105	4
- Cn1nnnc1SCC(=O)NNC(=O)c1ccc(Br)cc1
  27	-1	-40	95	15	-3	3	93	6
- CCN(C(=O)CN1CCN(c2cccc(C(F)(F)F)c2)CC1)c1c(N)n(Cc2ccccc2)c(=O)[nH]c1=O
  -2	4	3	103	8	-3	3	104	3
- COc1ccc(C(O)c2nccn2C)cc1 (stereo not drawn)
  5	-5	-2	86	12	-12	-3	82	2
- COc1cccc2cc(C(=O)NCc3ccco3)c(=Nc3ccc(C(=O)O)cc3)oc12
  22	-1	-28	92	7	-2	7	97	-3
- COc1ccccc1NC(=O)Cn1cnc2c(cnn2-c2ccc(C)c(C)c2)c1=O
  14	1	-6	.	-10	.	-4	.	3
- Cc1ccc(S(=O)(=O)N2CCCCC2)cc1NC(=O)Cn1ccc(C(F)(F)F)n1
  -12	-4	4	85	4	-9	-7	95	1
- CCCCn1c(SCC(=O)O)nc2ccccc21
  17	1	-20	102	24	-1	4	102	8
- COc1cccc(-n2nnnc2SCC(=O)NC2CCCC2)c1
  4	-3	-1	97	4	1	-3	99	5
- COc1ccc2[nH]c(C(=O)O)c(NS(=O)(=O)c3ccc(Cl)s3)c2c1
  14	2	-4	99	15	-2	-2	102	-3
- O=C(CN1CCN(S(=O)(=O)c2ccccc2)CC1)NC(=O)NCc1ccccc1
  14	2	-22	96	16	-9	6	98	0
- CC1CCCCN1S(=O)(=O)c1cnc(Cl)c(Br)c1 (stereo not drawn)
  0	12	1	105	58	-2	0	100	5
- CCOc1ccc(N(CC(=O)Nc2ccccc2C(=O)N2CCCC2)S(C)(=O)=O)cc1
  -2	3	4	97	13	-4	1	101	1
- O=[N+]([O-])c1ccccc1OCCCN1CCc2ccccc2C1
  5	-2	-9	116	4	15	0	106	2
- CCOC(=O)CCNC(=O)Nc1cc2nc(C)n(Cc3cccc(Cl)c3)c2nc1C
  -11	2	-1	105	14	11	-2	106	3
- O=C(CN(C(=O)c1csnn1)c1ccccc1Cl)NC1CCCC1
  5	3	5	107	-2	7	2	100	2
- CCCCOC(=O)C1CCCC(C(=O)OCCCC)N1 (stereo not drawn)
  15	-3	-1	98	-2	0	-8	96	5
- COc1cc(C=O)ccc1OCCOc1ccccc1[N+](=O)[O-]
  -21	2	10	95	14	0	-3	96	6
- Cc1ccc2nc(SCC(=O)NCc3ccc(S(N)(=O)=O)cc3)[nH]c2c1
  -1	0	8	101	-47	2	-7	98	3
- CCCCCn1c(=O)[nH]c2cc(C(=O)NCCCN3CCCCC3)ccc2c1=O
  20	3	4	110	-12	-1	-5	98	4
- Nn1c(SCc2ccccc2)nnc1-c1ccccn1
  -11	0	-7	104	1	5	5	106	0

Part of the list above, as tab-separated lines.
structure	SUMO HTRF inh	IDE cell inh	p-CIP stab down	MEKK2wt PB1 HTS	NALP1 inh	MEKK2mut PB1 HTS	M18AAP inhibitor	MEKK3 PB1 HTS	IDE act
COc1cccc(-n2nnnc2SCC(=O)NC2CCCC2)c1	4	-3	-1	97	4	1	-3	99	5
COc1ccc2[nH]c(C(=O)O)c(NS(=O)(=O)c3ccc(Cl)s3)c2c1	14	2	-4	99	15	-2	-2	102	-3
CC1CCCCN1S(=O)(=O)c1cnc(Cl)c(Br)c1 (stereo not drawn)	0	12	1	105	58	-2	0	100	5

More results follow.
Results follow in this order: SUMO HTRF inh	IDE cell inh	p-CIP stab down	MEKK2wt PB1 HTS	NALP1 inh	MEKK2mut PB1 HTS	M18AAP inhibitor	MEKK3 PB1 HTS	IDE act
- COCCCNS(=O)(=O)c1ccc(C)cc1
  6	0	5	85	7	-11	-1	95	4
- CC(=O)Nc1ccc(NC(=O)COc2ccc(Br)cc2C)cc1
  7	0	-7	104	14	1	2	105	4
- O=C(NCc1ccccn1)C(=O)NN=C1CCCCCCCCCCC1
  3	-1	-8	96	-10	0	20	105	6
- CCCN(CC1CC1)S(=O)(=O)c1ccc(-n2cnnn2)c(OC)c1
  -18	0	-12	107	35	8	-9	108	-5
- COc1cc(CN(C)CC(=O)c2[nH]c(C)c(C(C)=O)c2C)ccc1OC(F)F
  -9	0	-28	99	8	1	-12	98	0
- CCOC(=O)c1nc(N2CCN(C(=O)OCC)CC2)c2c3c(sc2n1)CCCC3
  33	4	24	98	-20	0	0	98	1
- COc1ccc(NC(=O)Nc2ccc(Br)c(C)c2)cc1
  2	7	1	98	5	-2	-1	99	1
- CC1CN(C(=O)c2cc3c(=O)n4ccccc4nc3s2)CC(C)O1 (stereo not drawn)
  28	1	-5	103	11	3	3	101	2
- CC(=O)N1CCC(C(=O)N2CCN(S(=O)(=O)c3cccs3)CC2)CC1
  7	7	-3	103	7	8	-11	103	-4
- COc1ccc(OC)c(Nc2ncnc3c2cnn3-c2cccc(C)c2)c1
  -20	1	-3	115	6	6	-3	119	3
- Cc1onc(C(=O)NN)c1-c1csc(COc2ccc(Cl)cc2)n1
  14	-1	-22	92	14	-18	-3	95	10
- CCOC(=O)[C@@H]1[C@H]2COc3ccccc3[C@@H]2N2C(=O)N(c3cccc(Cl)c3)C(=O)[C@]12C
  -2	-4	-18	102	3	-2	7	103	2
- CNCC(=O)Nc1ccc(Cl)c(C(F)(F)F)c1
  13	6	-13	88	-4	-7	7	96	0
- C/C(N)=C(/C#N)C(=O)COC(=O)c1cccc(O)c1
  22	5	0	103	3	0	4	108	-4
- CCC(=O)N(CCC(Cc1ccccc1)c1ccco1)Cc1ccco1 (stereo not drawn)
  7	-5	-6	95	18	-5	5	102	5
- N=C1SC(c2ccccc2)C(=O)N1c1ncc(Cc2ccccc2)s1 (stereo not drawn)
  -30	0	-4	101	9	-1	-5	102	7
- Cc1cc(NS(=O)(=O)c2ccc(NC(=O)C3CCCCC3)cc2)no1
  2	1	-8	105	-20	9	6	103	6
- COc1cc(C)c(CN2CCC(n3nccc3NC(=O)C3CCOC3)CC2)cc1C (stereo not drawn)
  4	5	-10	105	4	10	-1	101	-3

These rows are one share of the data; rates above refer to the full screens.
